Rab7 wt modul: dog Rab7 wildtype GTP binding, inhibitors and activators | GST-Rab7 beads, fluorescent GTP binding, flow cytometry; actives lie on both sides; untreated = 100%, excess cold GTP = 0% | GTP binding activity (percent of control), % at 10 µM | hit rate 0.055% among 190,000;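 active means fluorescent GTP binding to Rab7 beads changed by at least 20 points from the 100% baseline, either direction, mostly lower; inconclusive means compound itself probably fluorescent, or too few beads counted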;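 further: median green fluorescence of bound Bodipy-FL-GTP per Rab7 bead population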
Pf gamet viab: kills late stage P. falciparum gametocytes | inhibition, % at 10.9 µM | P. falciparum stage V gametocytes, ATP luminescence, 24 h | hit rate 0.065% among 150,000 | AID 743093;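 active means inhibition above the mean plus 3 SD of compounds within the control limits, set per campaign, cut at about 38% in these data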;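 further: 0% = DMSO wells and 100% = medium only without gametocytes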
Rac1 mut GTP: modulators of GTP binding to human Rac1 activated mutant | P63000 | hit rate 0.11% among 190,000 | GST-Rac1 activated beads, fluorescent GTP binding, flow cytometry; actives lie on both sides; 100% means binding = to untreated wells | percent activity (GTP binding), % at 10 µM;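 active means GTP binding at least 20 percentage points away from the 100% baseline, in either direction, so actives lie on both sides; inconclusive means Compound likely fluorescent itself, or too few beads counted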
HRas wt GTP bind: changes GTP binding to wildtype human HRas; GST-Ras wt beads, Bodipy-FL-GTP binding, flow cytometry; actives lie on both sides; GTP binding activity, % at 10 µM; hit rate 0.14% among 190,000; AID 759;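 active means GTP binding activity at least 20% away from the 100% baseline, either lowered as inhibitor or raised as activator; inconclusive means flagged as likely green fluorescent, judged across all proteins in the well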;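 further: 0% = unlabeled GTP competition control and 100% = no-compound control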
ABCG2 inh: inhibitors of human ABCG2 transporter, ABCB1 counter-screen | hit rate 0.1% among 190,000 | AID 1325 | Q9UNQ0 | IgMXP3 cells, JC-1 efflux, flow cytometry | inhibition, % at 6.6 µM;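 active means inhibition above 80%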;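 further: 0% = DMSO and 100% = nicardipine control wells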
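Times: 10 min at 25 °C | Test system: Two drug-resistant human cell lines, ABCG2 and ABCB1 | Quantity: 3 million cells/mL final, two lines in 1:1 ratio | Signal: Flow cytometry, 530 nm JC-1 signal | Dosing: Compound at 6.6 µM | Controls: Nicardipine and DMSO wells | Reagent: JC-1 as fluorescent efflux pump substrate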
Mcl1-Noxa inh: Mcl-1/Noxa interaction inhibition | TR-FRET Mcl-1/Noxa peptide binding, 2 h | AID 1022 | Q07820 | inhibition, % at 21.7 µM | hit rate 1.5% among 220,000;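 active means compounds that cut the protein-peptide binding signal by more than 50% relative to plate controls in a single-dose test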;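 further: His-tagged Mcl-1 with rhodamine Noxa BH3 peptide and terbium anti-His antibody; 0% = Mcl-1 plus Noxa peptide wells and 100% = peptide-only wells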
Rac1 wt GTP bind: alters GTP binding to wildtype human Rac1 | GTP binding activity (% of control), % at 10 µM | AID 757 | GST-Rac1 beads, fluorescent GTP binding, flow cytometry; actives lie on both sides; 0 = cold GTP competed, 100 = untreated | hit rate 0.27% among 190,000 | P63000;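 active means GTP binding activity at least 20 points away from the 100% control level, either lower or higher; inconclusive means compound flagged as likely green fluorescent, judged across all proteins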
Avidin fluor: avidin bead compound fluorescence profile. Avidin beads, compound fluorescence 488/530 nm, flow cytometry; hits give high values. fluorescence (KMESF) at 10 µM. hit rate 0.38% among 220,000; in the data active means fluorescence above about 47; further: inactives centre near 10
ABCB1 inh: blocks JC-1 efflux by human ABCB1 transporter | CCRF-Adr cells, flow cytometry | AID 1326 | hit rate 0.067% among 190,000 | P08183 | inhibition, % at 6.6 µM; in the data active means inhibition above about 40%;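 further: 0% = vehicle and 100% = reference inhibitor; higher value means more JC-1 retained so stronger ABCB1 efflux block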
Target sequence (P08183 whole entry, looked up): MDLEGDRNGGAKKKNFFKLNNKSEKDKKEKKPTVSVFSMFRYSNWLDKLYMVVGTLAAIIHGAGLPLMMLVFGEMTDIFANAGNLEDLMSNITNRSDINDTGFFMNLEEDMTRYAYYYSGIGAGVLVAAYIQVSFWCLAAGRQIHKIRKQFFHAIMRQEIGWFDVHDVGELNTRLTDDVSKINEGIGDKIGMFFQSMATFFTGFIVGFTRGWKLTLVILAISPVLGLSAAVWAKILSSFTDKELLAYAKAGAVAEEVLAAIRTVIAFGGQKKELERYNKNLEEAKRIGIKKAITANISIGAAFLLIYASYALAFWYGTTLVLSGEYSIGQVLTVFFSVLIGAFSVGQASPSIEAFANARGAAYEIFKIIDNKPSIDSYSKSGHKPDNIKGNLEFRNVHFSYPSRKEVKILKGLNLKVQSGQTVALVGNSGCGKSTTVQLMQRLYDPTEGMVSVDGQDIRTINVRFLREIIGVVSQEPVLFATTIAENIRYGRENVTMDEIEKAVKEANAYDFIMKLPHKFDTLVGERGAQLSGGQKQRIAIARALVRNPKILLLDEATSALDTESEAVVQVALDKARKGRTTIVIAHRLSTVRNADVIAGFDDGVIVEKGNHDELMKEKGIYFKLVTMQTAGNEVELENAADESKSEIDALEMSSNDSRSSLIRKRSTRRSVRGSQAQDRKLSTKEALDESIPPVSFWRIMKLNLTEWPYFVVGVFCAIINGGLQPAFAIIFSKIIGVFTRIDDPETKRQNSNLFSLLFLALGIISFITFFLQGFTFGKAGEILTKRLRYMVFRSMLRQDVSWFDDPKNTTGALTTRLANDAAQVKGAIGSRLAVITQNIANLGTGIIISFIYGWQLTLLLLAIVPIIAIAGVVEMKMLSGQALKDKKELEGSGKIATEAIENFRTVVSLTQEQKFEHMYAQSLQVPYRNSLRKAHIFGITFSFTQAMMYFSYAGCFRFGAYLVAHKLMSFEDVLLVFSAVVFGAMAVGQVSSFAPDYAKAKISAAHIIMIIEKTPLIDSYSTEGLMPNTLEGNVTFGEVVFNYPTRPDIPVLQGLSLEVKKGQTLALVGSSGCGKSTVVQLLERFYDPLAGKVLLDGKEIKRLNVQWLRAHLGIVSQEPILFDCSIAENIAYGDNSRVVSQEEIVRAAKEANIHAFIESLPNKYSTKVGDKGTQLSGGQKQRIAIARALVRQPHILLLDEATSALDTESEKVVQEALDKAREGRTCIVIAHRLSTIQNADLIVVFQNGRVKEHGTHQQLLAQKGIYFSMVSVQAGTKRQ
Rab2A wt mod: changes GTP binding to wildtype dog Rab2A, up or down; AID 760; GST-Rab2 wt beads, Bodipy-GTP binding, flow cytometry; P61105; GTP binding activity, % at 10 µM; hit rate 0.19% among 190,000;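 active means GTP binding activity at least 20 points away from 100%, either lowered or raised; inconclusive means signal likely due to the compound's own green fluorescence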;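 further: 0% = beads with excess unlabeled GTP and 100% = no-compound control corrected for plate trend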
Cdc42 wt: changes GTP binding to wildtype human Cdc42; GST-Cdc42 beads, Bodipy-GTP binding, flow cytometry; actives lie on both sides; percent activity (GTP binding), % at 10 µM; hit rate 0.2% among 190,000; AID 761;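 active means percent activity GTP binding at least 20 points away from the 100% baseline, either down as inhibitor or up as activator; inconclusive means compound flagged as likely green fluorescent from well-wide comparison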;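 further: median bead fluorescence of bound Bodipy-FL-GTP at 100 nM; 0% = excess unlabeled GTP control and 100% = no compound control; below 100% means less GTP binding so inhibitor and above means activator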
* marks the source's active call; other numbers are inactive results; ? = inconclusive; · = not tested or not shown.

SMILES	Rab7 wt modul	Pf gamet viab	Rac1 mut GTP	HRas wt GTP bind	ABCG2 inh	Mcl1-Noxa inh	Rac1 wt GTP bind	Avidin fluor	ABCB1 inh	Rab2A wt mod	Cdc42 wt
CCOC(=O)C1CCN(/C=C2\C(=O)NC(=S)N(CC)C2=O)CC1	89.0	13.6	93.0	91.0	0.0	9.7	97.0	22	0.0	93.0	95.0
c1cncc(C2CCCCN2Cc2ccc3c(c2)OCO3)c1 (stereo not given)	99.0	·	101.0	101.0	-0.2	16.6	106.0	9	0.2	99.0	105.0
CSc1nnc([C@@H](N)Cc2ccccc2)o1	103.0	-46.7	97.0	99.0	1.6	-1.4	104.0	13	0.7	101.0	101.0
O=C(CCCOc1ccc(Cl)cc1Cl)N1CCC2(CC1)OCCO2	98.0	·	95.0	97.0	6.2	5.5	99.0	28	0.6	96.0	96.0
CCc1ccc(/C=C(/C#N)C(N)=S)cc1	95.0	·	94.0	94.0	-1.7	22.5	95.0	9	-0.9	93.0	94.0
CCOP(=O)(OCC)C1(O)C(=O)Nc2ccccc21 (stereo not given)	100.0	-4.4	98.0	100.0	13.4	15.9	103.0	5	0.5	101.0	101.0
O=Cc1cn(Cc2ccccc2F)c2ccccc12	93.0	-9.6	94.0	93.0	7.1	19.0	97.0	9	1.2	97.0	101.0
Cc1nn(Cc2ccccc2Cl)c(C)c1C(=O)NC1CCCc2ccccc21 (stereo not given)	96.0	·	100.0	96.0	-1.6	6.8	104.0	2	8.3	99.0	98.0
COc1cc(C=C2C(=O)NC(=O)NC2=O)ccc1OCc1ccc([N+](=O)[O-])cc1	95.0	-5.0	95.0	96.0	2.9	12.7	97.0	9	0.1	99.0	101.0
CCOc1ccc(Br)c(C2(O)CC(C)N(C)CC2C)c1 (stereo not given)	92.0	-6.0	87.0	93.0	1.1	·	85.0	12	0.2	89.0	92.0
COc1ccc(-c2cc(-c3ccccc3)[n+](C)c(-c3ccccc3)c2)cc1	104.0	6.0	95.0	99.0	0.3	4.6	100.0	20	0.1	99.0	94.0
Cc1cc(C)c(C(=O)CN2CCOCC2)c(C)c1	102.0	-23.7	97.0	101.0	4.4	2.9	98.0	8	0.5	101.0	101.0
COc1cc2[nH]c(=O)n(-c3ccc(C)cc3)c(=O)c2cc1OC	100.0	·	98.0	99.0	18.2	2.6	102.0	13	0.5	100.0	101.0
CCC(C)n1c(C)cc(C(N)=O)c1C (stereo not given)	93.0	-4.1	97.0	96.0	4.2	5.7	97.0	13	1.0	96.0	95.0
O=C(CN1CC(c2ccccc2)CC1=O)Nc1ccc(F)cc1 (stereo not given)	103.0	·	98.0	101.0	3.4	5.5	104.0	27	0.8	102.0	102.0
CCn1c(=O)cc(OCC(=O)N2CCN(Cc3ccc4c(c3)OCO4)CC2)c2ccccc21	98.0	-8.7	99.0	102.0	2.6	1.1	99.0	14	0.8	100.0	103.0
O=C1/C(=C/c2ccc3c(c2)OCO3)N2CCC1CC2	100.0	18.8	99.0	99.0	16.3	19.6	102.0	22	0.3	99.0	99.0
COc1ccccc1N(CC(=O)NC1CCCC1)C(=O)c1cnn(C(C)C)c1	98.0	·	101.0	101.0	2.2	-0.2	104.0	27	1.0	98.0	99.0
Cc1nn(Cc2ccccc2)c(Cl)c1C(=O)NC1CCCc2ccccc21 (stereo not given)	95.0	-17.3	94.0	96.0	10.8	17.1	102.0	6	1.6	97.0	97.0
CCN1CCN(c2ccc(N)cc2)CC1	102.0	-13.8	97.0	100.0	7.7	37.9	105.0	10	0.8	101.0	98.0
COCCNC(=O)c1c(NC(=O)c2ccc(Br)o2)n(Cc2ccccc2)c2nc3ccccc3nc12	94.0	2.4	93.0	94.0	-21.6	-18.1	97.0	6	-5.2	95.0	93.0
O=C1NC(=O)N(c2ccc(F)cc2)C(=O)/C1=C/c1ccsc1	83.0	-2.6	85.0	89.0	0.3	-3.5	85.0	11	0.0	87.0	87.0
O=C1/C(=C/c2cc3c(cc2Cl)OCO3)N2CCC1CC2	103.0	·	101.0	101.0	20.4	22.2	104.0	13	0.5	100.0	103.0
CCOc1cc(-c2nc3c(C)cccn3c2NCC2CCCO2)ccc1O (stereo not given)	103.0	·	98.0	100.0	0.5	20.1	103.0	35	0.0	100.0	100.0
O=c1[nH]c(=O)n(CCC2=CCCCC2)c(O)c1/C=N/Nc1ccccc1	99.0	-1.4	100.0	100.0	-0.2	-5.3	100.0	3	-0.2	97.0	99.0
(continued)
SMILES	Rab7 wt modul	Pf gamet viab	Rac1 mut GTP	HRas wt GTP bind	ABCG2 inh	Mcl1-Noxa inh	Rac1 wt GTP bind	Avidin fluor	ABCB1 inh	Rab2A wt mod	Cdc42 wt
Cc1ccc(-c2nc3ccccc3c(=O)n2-c2cc(C)ccn2)cc1	?	·	?	?	2.2	-5.2	?	34	0.2	?	?
Cn1c(N2CCNCC2)nc2ccccc21	106.0	·	103.0	104.0	1.9	8.9	108.0	8	0.0	105.0	107.0
CCCCC(=O)C1C(=O)NC(=O)NC1=O	97.0	-3.8	94.0	98.0	0.6	16.2	98.0	39	0.2	95.0	98.0
O=C1NC(=O)N(Cc2ccccc2)C(=O)/C1=C/c1cnc(-c2ccccc2)nc1	97.0	-1.4	95.0	96.0	-0.4	51.0*	99.0	8	-0.1	97.0	101.0
CNC(C(=O)c1ccccc1)C(OC)c1ccc(C)cc1 (stereo not given)	99.0	·	98.0	102.0	1.4	18.3	108.0	11	0.8	103.0	103.0
CCC(=NCC1CCCO1)c1c(O)n(-c2ccc(Cl)cc2)c(=O)[nH]c1=O (stereo not given)	102.0	·	95.0	100.0	2.8	-11.3	103.0	12	0.3	99.0	103.0
O=C(C1CCCN(c2nnc(-n3cccc3)s2)C1)N1CCC2(CC1)OCCO2 (stereo not given)	96.0	·	93.0	98.0	3.8	-10.2	97.0	13	1.5	97.0	98.0
CCCCn1c(O)c(C(CC)=NCc2ccc(F)cc2)c(=O)[nH]c1=O	104.0	-4.0	103.0	104.0	5.7	4.5	105.0	39	1.4	103.0	104.0
O=S(=O)(c1ccccc1)N1CN2CCN(C2)C1	105.0	6.9	100.0	102.0	9.1	0.3	100.0	8	1.2	101.0	102.0
Cc1ccc(Cn2nnnc2CN2CCC(n3nnc4cc(C(F)(F)F)ccc43)CC2)cc1	101.0	-14.1	102.0	106.0	7.7	18.4	110.0	7	2.0	103.0	106.0
Cc1c(NP(=S)(C(C)(C)C)C(C)(C)C)c(=O)n(-c2ccccc2)n1C	98.0	-6.0	98.0	98.0	0.3	9.0	101.0	11	0.0	98.0	101.0
Fc1ccc2c(c1)nnn2C1CCN(Cc2nnnn2C2CCCCC2)CC1	102.0	·	99.0	101.0	4.2	9.3	106.0	10	1.2	102.0	101.0
CN1CCN(Cc2ccc(OC(F)(F)F)cc2)CC1	100.0	·	101.0	103.0	0.6	17.8	106.0	8	0.5	102.0	103.0
Cc1ccc(-n2c(-c3ccc([N+](=O)[O-])cc3)nc3ccccc3c2=O)cc1	97.0	2.5	97.0	99.0	39.9	9.4	99.0	9	1.6	95.0	99.0
OC(c1ccccc1)(c1ccccc1)C1CCCN1 (stereo not given)	100.0	·	99.0	99.0	-0.1	8.1	102.0	23	0.0	96.0	101.0
CC(=O)c1cccc(NC2=NCC(C)S2)c1 (stereo not given)	96.0	·	98.0	98.0	0.8	-14.3	102.0	8	0.2	99.0	102.0
O=C(CN1CCCCC1)Nc1ccc(Br)cc1C(=O)c1ccccc1Cl	97.0	·	101.0	101.0	2.7	-8.3	101.0	15	0.6	99.0	101.0
CCOC(=O)c1cn2nc(OP(=S)(OCC)OCC)cc2nc1C	98.0	7.2	97.0	99.0	4.6	8.7	101.0	7	0.4	98.0	101.0
CCN(CC)P(=O)(Oc1cccc(C)c1)N(CC)CC	104.0	-6.2	103.0	103.0	0.6	-3.8	107.0	6	0.2	102.0	104.0
O=P(O)(O)/C=C(\Cl)c1ccccc1	96.0	·	92.0	95.0	0.4	16.1	92.0	8	0.2	93.0	96.0
O=C(c1cccn2c(=O)c3cc(Br)ccc3nc12)N1CCC2(CC1)OCCO2	99.0	·	95.0	94.0	-0.5	10.6	97.0	3	0.0	96.0	96.0
O=C1OCCN1P(=O)(c1ccccc1)c1ccccc1	98.0	9.9	99.0	99.0	4.5	8.3	99.0	12	1.0	102.0	103.0
CNc1cc(N2CCNCC2)ccc1[N+](=O)[O-]	99.0	-17.1	99.0	97.0	3.7	-1.4	96.0	5	-0.2	99.0	96.0
Cc1c(C=O)c2ccccc2n1Cc1ccc(F)cc1	?	·	?	?	1.1	-12.6	?	7	0.7	?	?
N=C(N)c1c(O)n(C2CCCCC2)c(=O)n(C2CCCCC2)c1=O	98.0	3.3	101.0	102.0	3.3	16.1	103.0	11	0.5	100.0	100.0
Remaining list, next part.
SMILES	Rab7 wt modul	Pf gamet viab	Rac1 mut GTP	HRas wt GTP bind	ABCG2 inh	Mcl1-Noxa inh	Rac1 wt GTP bind	Avidin fluor	ABCB1 inh	Rab2A wt mod	Cdc42 wt
CCOC(=O)C(O)(c1ccc(N(CC)C(=O)COc2ccccc2)cc1)C(F)(F)F (stereo not given)	97.0	·	102.0	101.0	12.1	0.2	103.0	6	1.5	101.0	103.0
Cn1cccc1/C=C1\C(=O)NC(=O)N(CCC2=CCCCC2)C1=O	100.0	5.4	98.0	99.0	6.0	5.8	100.0	7	-0.1	96.0	101.0
Cc1ccc(NP(=O)(c2ccccc2)c2nc3ccccc3s2)cc1 (stereo not given)	104.0	-8.6	93.0	98.0	4.5	6.4	94.0	13	0.6	98.0	93.0
c1ccc(CNC2=NCCS2)cc1	101.0	36.0	101.0	104.0	-0.1	9.6	106.0	33	0.0	101.0	104.0
[N-]=[N+]=NCc1cn2cccnc2n1	104.0	1.1	95.0	98.0	-0.1	-14.0	95.0	20	0.0	98.0	98.0
O=P(Nc1ccccc1)(Nc1ccccc1)Oc1ccccc1	96.0	·	96.0	96.0	3.8	18.8	102.0	5	1.4	92.0	100.0
O=C(COC(=O)Cc1ccccc1)Nc1ncc(Cl)cc1Cl	91.0	·	96.0	98.0	0.5	27.5	100.0	34	0.3	94.0	98.0
CCOc1ccccc1-n1c(O)c(C=NCCCN(CC)CC)c(=O)[nH]c1=O	103.0	·	101.0	106.0	3.5	-3.9	105.0	19	0.4	105.0	104.0

These rows are one share of the data; count on the stated rates, not on these rows.
